Screening results: PubChem, NCI
All columns: NCI-60 one-dose screen, growth in % after 48 h at 10 µM unless noted; 100 = growth as untreated, 0 = no growth, -100 = all killed.
A549/ATCC: A549/ATCC NSCLC | AID 1794740 | hit rate 3.7% among 81,000
UACC-62: UACC-62 melanoma | hit rate 5.4% among 81,000
EKVX: EKVX NSCLC. hit rate 3% among 71,000. AID 1794765
HOP-62: HOP-62 NSCLC; AID 1794735; hit rate 3.9% among 80,000
M14: M14 melanoma; hit rate 6.2% among 80,000
MALME-3M: MALME-3M melanoma | hit rate 5.8% among 78,000
UACC-257: UACC-257 melanoma; hit rate 4.4% among 78,000
HOP-92: HOP-92 NSCLC cells. hit rate 6.3% among 71,000
* marks the source's active call; other numbers are inactive results; / = no result given; & = joins results of further samples. How the source made its calls: active means growth percent below 10; inactive means the rest. A portion of the library; the hit share may differ from the screen's.

(1) N=c1nc(N2CCCCC2)cc(N)n1O
(2) [2H]C1([2H])N(c2ccc(NC(=O)c3cccc(-c4ccc(OC(F)(F)F)cc4)c3C)cn2)C([2H])([2H])[C@]([2H])(C)O[C@]1([2H])C
(3) Cc1cc(Nc2cc(N3CCN(C)CC3)nc(/C=C/c3ccccc3)n2)n[nH]1
(4) C#C[C@]1(O)CCC2C3CCC4=CC(=O)CC[C@@H]4C3CCC21CC (some centres not stated)
(5) CCCOc1ccc(C(=O)OCCN(CC)CC)cc1N
(6) CN1C(=O)NC(Cc2c[nH]c3c(Cl)cccc23)C1=O (configuration not stated)
(7) COC(=O)C(C)(C)C1Oc2ccc(Br)cc2C(=O)/C1=C\NS(=O)(=O)c1ccc(C)cc1 (configuration not stated)
(8) Cn1cc(-c2nnc(N)nc2-c2c[nH]c3ccc(Br)cc23)c2cc(F)ccc21

| Assay by compound | 1 | 2 | 3 | 4 | 5 | 6 | 7 | 8 |
| --- | --- | --- | --- | --- | --- | --- | --- | --- |
| A549/ATCC | 103 | 80 | -25* | 99 | 103 | 102 | 97 | 99 |
| UACC-62 | 104 | 60 | -70* | / | 110 | 96 | 102 | 100 |
| EKVX | 108 | 79 | 36 | 55 | 108 | 118 | 99 | 105 |
| HOP-62 | 101 | 80 | -20* | 111 | / | 107 | 99 | 101 |
| M14 | 123 | 86 | -77* | 114 | 109 | 108 | 103 | 102 |
| MALME-3M | 145 | 90 | -61* | / | 123 | 141 | 99 | 89 |
| UACC-257 | 100 | 74 | -73* | 110 | 106 | 116 | 104 | 109 |
| HOP-92 | / | 49 | -60* | 130 | 99 | / | 91 | / |

Reformatted as labelled records: part of the list above.
4. C#C[C@]1(O)CCC2C3CCC4=CC(=O)CC[C@@H]4C3CCC21CC (some centres not stated)
  A549/ATCC = 99; UACC-62 = /; EKVX = 55; HOP-62 = 111; M14 = 114; MALME-3M = /; UACC-257 = 110; HOP-92 = 130

5. CCCOc1ccc(C(=O)OCCN(CC)CC)cc1N
  A549/ATCC = 103; UACC-62 = 110; EKVX = 108; HOP-62 = /; M14 = 109; MALME-3M = 123; UACC-257 = 106; HOP-92 = 99

Next results follow:
(9) Cc1cc(=O)oc2cc(O)ccc12
(10) O=C(c1ccc2nc(NS(=O)(=O)c3ccc4ccccc4c3)sc2c1)N1CCN(c2ccccc2)CC1
(11) Cn1cc(-c2nnc(N)nc2-c2c[nH]c3ccccc23)c2ccccc21
(12) CCCCOc1cc(C(=O)OCCN(CC)CC)ccc1N
(13) Cn1cc(-c2nnc(-c3cn(C)c4ncc(Br)cc34)o2)c2cc(Br)ccc21
(14) COCC(=O)NC/C=C/c1ccc2ncnc(Nc3ccc(Oc4ccc(C)nc4)c(C)c3)c2c1
(15) CC(=O)N[C@@H](Cc1ccccc1)C(=O)O
(16) CC12CCC3C(=CCc4cc(O)ccc43)C1CCC2=O (configuration not stated)

| Assay by compound | 9 | 10 | 11 | 12 | 13 | 14 | 15 | 16 |
| --- | --- | --- | --- | --- | --- | --- | --- | --- |
| A549/ATCC | 109 | 103 | 93 | 100 | 103 | 46 | 101 | / |
| UACC-62 | 106 | 98 | 92 | 93 | 95 | 7.9* | 103 | 89 |
| EKVX | 104 | 104 | 94 | 105 | 85 | 39 | 94 | 72 |
| HOP-62 | 126 | 106 | 88 | / | 93 | 59 | 104 | 99 |
| M14 | 113 | 97 | 90 | 118 | 99 | 13 | 109 | 105 |
| MALME-3M | 114 | 91 | 86 | 101 | 95 | 4.8* | / | 90 |
| UACC-257 | 108 | 101 | 111 | 100 | 102 | 25 | 104 | 113 |
| HOP-92 | 104 | 100 | 101 | 93 | 86 | 24 | 91 | 99 |

Arranged by length of the SMILES (smallest number first): part of the list above
(12) CCCCOc1cc(C(=O)OCCN(CC)CC)ccc1N
(16) CC12CCC3C(=CCc4cc(O)ccc43)C1CCC2=O (configuration not stated)
(13) Cn1cc(-c2nnc(-c3cn(C)c4ncc(Br)cc34)o2)c2cc(Br)ccc21

| Assay by compound | 12 | 16 | 13 |
| --- | --- | --- | --- |
| A549/ATCC | 100 | / | 103 |
| UACC-62 | 93 | 89 | 95 |
| EKVX | 105 | 72 | 85 |
| HOP-62 | / | 99 | 93 |
| M14 | 118 | 105 | 99 |
| MALME-3M | 101 | 90 | 95 |
| UACC-257 | 100 | 113 | 102 |
| HOP-92 | 93 | 99 | 86 |

The results go on.
(17) COC(=O)c1ccccc1O
(18) O=C(Nc1ccc(Oc2ccc(Br)cc2)cc1)c1ccc2nc(NS(=O)(=O)c3ccc4ccccc4c3)sc2c1
(19) Cn1cnc(-c2cc3nccc(Oc4ccc(NC(=S)NC(=O)Cc5ccccc5)cc4F)c3s2)c1
(20) O=[N+]([O-])c1cncn1CCN1CCOCC1
(21) Cn1cc(-c2ccc3nnc(Sc4ccc5ncccc5c4)n3n2)cn1
(22) CC(Cc1cccc(C(F)(F)F)c1)NCCOC(=O)c1ccccc1 (configuration not stated)
(23) CC[C@@H]1OC(=O)C[C@@H](O)[C@H](C)[C@@H](O[C@@H]2O[C@H](C)[C@@H](O)[C@H](N(C)C)[C@H]2O)[C@@H](CCN2C[C@H](C)C[C@H](C)C2)C[C@@H](C)C(=O)/C=C/C(C)=C\[C@@H]1CO[C@@H]1O[C@H](C)[C@@H](O)[C@@H](OC)[C@H]1OC
(24) [2H]C1([2H])NC([2H])([2H])C([2H])([2H])N(c2ccc(Nc3ncc4cc(C(=O)N(C)C)n(C5CCCC5)c4n3)nc2)C1([2H])[2H]

| Assay by compound | 17 | 18 | 19 | 20 | 21 | 22 | 23 | 24 |
| --- | --- | --- | --- | --- | --- | --- | --- | --- |
| A549/ATCC | 106 | 93 | 54 | 102 | 70 | 105 | 107 | 52 |
| UACC-62 | 104 | 63 | 94 | 108 | 96 | 102 | 116 | 79 |
| EKVX | 98 | 89 | 109 | 107 | 105 | 85 | 117 | 65 |
| HOP-62 | 91 | 83 | 79 | 108 | 80 | 102 | / | 60 |
| M14 | 92 | 97 | 96 | 107 | 99 | 106 | 100 | 75 |
| MALME-3M | 107 | 85 | 86 | 122 | 101 | 104 | 113 | 58 |
| UACC-257 | 100 | 104 | 60 | 107 | 81 | 105 | 110 | 61 |
| HOP-92 | / | 79 | 50 | / | 80 | 114 | 96 | 76 |

(25) CN[C@@H]1[C@H](O)[C@H](NC)[C@H]2O[C@@]3(O)C(=O)C[C@@H](C)O[C@H]3O[C@@H]2[C@H]1O
(26) O=C(/C=C/c1ccc(Cl)nc1)c1ccc(Cl)nc1
(27) COC(=O)N/N=C/c1c[n+]([O-])c2ccccc2[n+]1[O-]
(28) COc1ccc(-c2cc(C(F)F)nn2-c2ccc(S(N)(=O)=O)cc2)cc1F
(29) CCCCC(=O)O[C@]1(C(=O)CO)[C@@H](C)CC2C3CCC4=CC(=O)C=C[C@]4(C)[C@@]3(F)C(O)C[C@@]21C (some centres not stated)
(30) O=C(c1cccs1)C1C(c2ccc(Cl)cc2Cl)CC(O)(c2cccs2)C(C(=O)c2cccs2)C1c1ccc(Cl)cc1Cl (configuration not stated)
(31) CCCCN(CCCC)CCCOC(=O)c1ccc(N)cc1
(32) CC(C)NNC(=O)c1ccncc1

| Assay by compound | 25 | 26 | 27 | 28 | 29 | 30 | 31 | 32 |
| --- | --- | --- | --- | --- | --- | --- | --- | --- |
| A549/ATCC | 100 | 101 | 93 | 89 | 63 | 87 | 71 | 104&121 |
| UACC-62 | / | 101 | 101 | 92 | 97 | 93 | 92 | 114 |
| EKVX | 102 | 106 | 100 | 74 | 82 | 91 | 94 | 100&86 |
| HOP-62 | 92 | 103 | 23 | 95 | 96 | 101 | 89 | 108&101 |
| M14 | 96 | 104 | 106 | 126 | 97 | 97 | 94 | 99&103 |
| MALME-3M | 96 | 107 | 108 | 105 | 98 | 90 | 93 | 108&99 |
| UACC-257 | 98 | 97 | 95 | 109 | 92 | 93 | 88 | 109&133 |
| HOP-92 | / | 114 | 96 | / | 83 | 84 | / | 101 |

(33) COc1ccc2c(c1)c(-c1noc(C(=O)c3cn(C)c4ccc(F)cc34)n1)cn2C
(34) c1cn2cc(-c3ccc4cn[nH]c4c3)nc(Nc3ccc(N4CCOCC4)cc3)c2n1
(35) CC(=O)Oc1ccc2c(C)cc(=O)oc2c1
(36) C/C(=N/O)c1ccc(N2C(=O)CCC2=O)cc1
(37) COc1ccc(-c2cc(=O)c3c(O)cc(OC)cc3o2)cc1
(38) COC(=O)C(C)(C)C1Oc2ccc(C)cc2C(=O)/C1=C\NS(=O)(=O)c1ccc(OC)cc1 (configuration not stated)
(39) O=C(NC1CCN(CCc2c[nH]c3ccccc23)CC1)c1ccccc1
(40) Cl

| Assay by compound | 33 | 34 | 35 | 36 | 37 | 38 | 39 | 40 |
| --- | --- | --- | --- | --- | --- | --- | --- | --- |
| A549/ATCC | 96 | 45 | 100 | 98 | 87 | 92 | 101 | 103 |
| UACC-62 | 94 | 53 | 103 | 84 | 90 | 116 | 105 | 105 |
| EKVX | 105 | 84 | / | 97 | 96 | 111 | / | 100 |
| HOP-62 | 96 | 9.2* | 94 | 102 | 77 | 89 | 88 | / |
| M14 | 104 | 55 | 100 | 102 | 105 | 106 | 101 | 107 |
| MALME-3M | 83 | 75 | 95 | 101 | 77 | 108 | 88 | 116 |
| UACC-257 | 105 | 63 | 102 | 104 | 105 | 103 | 73 | 105 |
| HOP-92 | 104 | 39 | 112 | 94 | 113 | 99 | 70 | / |

(41) Cc1ncc(-c2ccnc(Nc3ccc(S(C)(=O)=O)cc3)n2)n1C(C)C
(42) O=C(O)CS
(43) O=C(O)c1cc(=O)c2ccccc2o1
(44) CN(C)c1ccc(C2=NN(c3ccc(S(=O)(=O)NC(=O)NCc4ccccc4)cc3)C(c3ccccc3)C2)cc1 (configuration not stated)
(45) COc1cc(CCc2cc(NC(=O)c3ccc(N4C[C@@H](C)N[C@@H](C)C4)cc3)n[nH]2)cc(OC)c1
(46) CCn1ccc(NS(=O)(=O)c2ccc(N)cc2)nc1=O

| Assay by compound | 41 | 42 | 43 | 44 | 45 | 46 |
| --- | --- | --- | --- | --- | --- | --- |
| A549/ATCC | 1.7* | 108 | 100 | 95 | 37 | / |
| UACC-62 | -71* | 101 | 102 | 102 | 45 | 104 |
| EKVX | -11* | / | 97 | 94 | 85 | 93 |
| HOP-62 | -14* | 91 | 110 | 99 | 38 | 97 |
| M14 | -74* | 102 | 110 | 102 | 18 | 98 |
| MALME-3M | -48* | 96 | 103 | 116 | 27 | 91 |
| UACC-257 | -28* | 101 | 93 | 107 | 3.3* | / |
| HOP-92 | -4.8* | 96 | 111 | 97 | 54 | / |
